HTR5A ag = activates human HTR5A in OPRM1-OPRD1 agonist counter-screen; P47898; 340,000 compounds, 0.61% hits; activation, % at 9.3 µM; HTR5A agonist assay, luminescence, cell-based; in the data active = activation mostly above about 9.5%, no sharp cut-off; inactive = mostly below about 7.6%;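 note: 0% = cells with vehicle only and 100% = reference agonist; strong numbers were not always called active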
Target sequence (P47898 whole entry, looked up): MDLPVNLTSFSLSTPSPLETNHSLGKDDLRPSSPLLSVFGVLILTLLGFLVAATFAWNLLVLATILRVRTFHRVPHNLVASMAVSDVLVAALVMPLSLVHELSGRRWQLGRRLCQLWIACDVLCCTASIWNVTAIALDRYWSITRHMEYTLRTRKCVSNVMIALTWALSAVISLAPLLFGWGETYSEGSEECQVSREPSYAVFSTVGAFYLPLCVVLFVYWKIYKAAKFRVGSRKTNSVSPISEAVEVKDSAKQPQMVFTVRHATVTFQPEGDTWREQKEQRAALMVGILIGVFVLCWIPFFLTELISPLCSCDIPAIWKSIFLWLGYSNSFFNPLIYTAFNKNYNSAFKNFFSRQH
HTR5A inv ag = counter-screen for OPRM1-OPRD1 inverse agonists: human HTR5A inverse agonism; P47898; 340,000 compounds, 0.083% hits; inhibition, % at 9.3 µM; HTR5A cell line, luminescence; in the data active = inhibition mostly above about 23%, no sharp cut-off; inactive = mostly below about 18%;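 note: 0% = cells with DMSO and 100% = no-cell wells with DMSO; some compounds called inactive have numbers as strong as hits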
AddAB inh = less growth of phage-infected E. coli with AddAB. AID 435030. 330,000 compounds, 0.29% hits. E. coli expressing H. pylori AddAB, absorbance growth. inhibition, % at 11.9 µM; in the data active = inhibition above about 12%;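 note: 0% = vehicle wells of infected cells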
CDK5 p35 inh = blocks human CDK5/p35 kinase activity. Q00535+Q15078. Recombinant CDK5/p35, ADP-Glo luminescence, 60 min. inhibition, % at 10 µM. 330,000 compounds, 0.01% hits;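 active = highest replicate inhibition of at least 50% and at least 75% of replicates reaching 50%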;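 note: plate controls were DMSO neutral control for no effect and GW8510 at 10 µM for full effect; many of its hits are not listed in these tables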
Target sequence (Q00535 whole entry, looked up): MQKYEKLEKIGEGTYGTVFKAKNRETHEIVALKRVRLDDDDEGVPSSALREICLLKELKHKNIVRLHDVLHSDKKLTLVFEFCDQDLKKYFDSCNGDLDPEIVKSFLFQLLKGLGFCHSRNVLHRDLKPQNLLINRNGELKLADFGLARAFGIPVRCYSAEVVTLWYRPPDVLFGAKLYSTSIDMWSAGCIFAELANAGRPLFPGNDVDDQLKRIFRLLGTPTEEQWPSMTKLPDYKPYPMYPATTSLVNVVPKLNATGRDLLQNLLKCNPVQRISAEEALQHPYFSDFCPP
Target sequence (Q15078 whole entry, looked up): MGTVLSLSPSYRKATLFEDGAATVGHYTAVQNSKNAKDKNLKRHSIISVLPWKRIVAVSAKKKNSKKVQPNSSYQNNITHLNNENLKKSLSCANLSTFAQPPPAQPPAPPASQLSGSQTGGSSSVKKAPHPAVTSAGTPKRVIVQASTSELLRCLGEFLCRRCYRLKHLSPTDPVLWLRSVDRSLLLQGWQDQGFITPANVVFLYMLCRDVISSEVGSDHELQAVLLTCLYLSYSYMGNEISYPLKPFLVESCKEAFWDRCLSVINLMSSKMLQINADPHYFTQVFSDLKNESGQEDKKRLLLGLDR
PKA-R1A activ = PKA-R1A complex activation; 340,000 compounds, 0.083% hits; P00514+P68181; AID 504707; PKA-R1A dissociation, Cy5-IP20 fluorescence polarization; scaled: DMSO 0%, 113 µM cGMP 100%; activation, % at 11.4 µM;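 active = percent activation above the mean of all tested compounds plus 3 SD, cut at about 19% in these data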;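 note: higher means more PKAc released from R1A so a rise in polarization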
DAGLB inhibitor = blocks human DAGLB lipase activity; inhibition, % at 5.17 µM; HEK293T DAGLB membrane lysate, EnzChek fluorogenic substrate; AID 504411; Q8NCG7; 340,000 compounds, 0.059% hits; in the data active = inhibition above about 34%;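 note: 0% = enzyme with vehicle and 100% = wells lacking enzyme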
phage Ecoli inh = E. coli growth loss with phage present. 360,000 compounds, 0.26% hits. growth absorbance. inhibition, % at 11.9 µM; in the data active = inhibition above about 11%
E coli growth = reduces bacterial viability in AddAB counter-screen | E. coli V3065 growth, OD600 absorbance, 18 h | inhibition, % at 11.9 µM | 330,000 compounds, 0.27% hits;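 active = inhibition above the campaign's mean inhibition across all tested compounds plus 3 SD, cut at about 9.9% in these data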;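 note: uninfected addAB+ strain grown without phage in ampicillin broth; 0% = DMSO wells and 100% = ciprofloxacin 0.95 µg/ml wells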
Mot1-301 SUMO = blocks SUMOylation pathway, rescuing yeast Mot1-301 growth | S. cerevisiae Mot1-301 growth rescue, ATP luminescence, 38.5C; percent above DMSO median, 100 means doubled | growth rescue, % at 18.8 µM | 320,000 compounds, 1% hits;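 active = every valid replicate shows activation above 250% relative to neutral control wells; inactive = the rest, any valid replicate at or below 250%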;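 note: OY570 slx delta 5 strain wells were the positive control but not used for scaling; some compounds called inactive have numbers as strong as hits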
PKA-R2B activ = activators of human PKA-R2B complex; PKA-R2B holoenzyme dissociation, Cy5-IP20 fluorescence polarization; R2B truncated from residue 108, S112A mutant; 0% DMSO only, 100% 113 µM cGMP; activation, % at 11.4 µM; AID 504700; 340,000 compounds, 0.079% hits;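 active = activation above a cutoff set at the mean over all compounds plus 3 SD, cut at about 18% in these data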;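 note: higher means more holoenzyme dissociation and a rise in polarization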
Tat transport = inhibitors of E. coli Tat protein transport | E. coli MC4100 TorA-mCherry Tat export, fluorescence | inhibition, % at 10 µM | 340,000 compounds, 0.036% hits | AID 488895;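 active = mean replicate inhibition at least 50% and at least half of replicates individually reaching 50%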;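 note: exported cargo escapes ClpAP degradation while cytoplasmic cargo is degraded and loses fluorescence; 0% = median of neutral control wells and 100% = median of NaSCN control wells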
The depositor's hits bear a star; nt = no result given; + = active, no number.

SMILES	HTR5A ag	HTR5A inv ag	AddAB inh	CDK5 p35 inh	PKA-R1A activ	DAGLB inhibitor	phage Ecoli inh	E coli growth	Mot1-301 SUMO	PKA-R2B activ	Tat transport
CCOC(=O)c1[nH]c2ccc(OC)cc2c1NC(=O)CN1CCSCC1	-1	-14	-1.2	-0.3	0	0	1.9	-0.1	72	-12	-10
Cc1nnc(NC(=O)C2CC(=O)N(c3ccccc3)C2)s1 (stereo not given)	1	-12	4.0	-1.1	-18	1	2.1	0.1	1	0	13
Cc1ccc(C(=O)CSc2nnc(COc3ccccc3)o2)cc1	2	-5	0.0	0.4	0	-2	2.8	0.9	302	-7	26
CC(C)c1ccc(N(CC(=O)NCCCN2CCOCC2)S(=O)(=O)c2ccccc2)cc1	-1	3	nt	1.2	1	1	1.6	nt	nt	-7	6
CC(OC(=O)CCCc1nc2ccccc2s1)C(N)=O (stereo not given)	2	-6	4.6	1.0	-8	0	1.0	4.0	-9	5	-3
COc1cccc(OC)c1C(=O)Nc1sc2c(c1C#N)CCC2	-3	5	4.7	-0.3	5	15	0.4	1.9	-3	-6	-3
CC(=O)Nc1ccc(C(=O)NCCCOC(C)C)cc1	1	-2	4.9	-2.0	-1	1	-0.5	-1.7	798*	-6	-5
COc1ccc(OC(=O)COc2ccc(C)cc2)cc1	3	-15	-1.3	1.7	-10	-11	-0.3	-1.9	4	-3	-6
Cc1cc(-n2nnc3ccccc32)nc2ccccc12	6	-16	0.0	0.0	-6	-12	2.2	1.4	0	-4	-1
O=c1cc(CCl)nc(Cc2c(Cl)cccc2Cl)[nH]1	4	-34	4.6	-0.4	-3	2	1.2	0.2	4	-9	4
Cc1cc(OCC(=O)C(C)(C)C)c2c(-c3ccccc3)cc(=O)oc2c1	-2	8	-1.1	1.0	-4	-11	2.0	1.4	297*	-1	6
CCN(CC)C(=O)Cn1cc(S(=O)(=O)CC(=O)Nc2ccccc2C)c2ccccc21	3	3	0.3	-1.1	7	1	-2.4	2.2	1	-3	5
CC(C)(C)Sc1ccccc1S(=O)(=O)C(C)(C)C	-1	-1	2.8	1.6	-5	-3	-0.5	1.1	0	3	-5
Cc1sc2nc(SCc3nc(-c4cccs4)no3)n(-c3ccccc3)c(=O)c2c1C	3	-7	1.4	1.2	-13	-4	0.1	2.5	-2	-9	-7
CCOc1ccccc1NC(=O)C1CCCN(S(C)(=O)=O)C1 (stereo not given)	2	7	-0.8	0.4	-6	-1	-1.3	0.3	-12	0	4
Cc1ccc(-n2cccc2/C=C2/C(=N)N3C(=NC2=O)SN=C3S(C)(=O)=O)cc1Cl	-3	23	4.3	-0.8	-1	12	2.1	0.5	-7	-10	-6
O=C(NNC(=O)c1ccc(Cl)cc1Cl)c1cccs1	5	-1	2.0	-3.1	0	1	5.0	3.4	-25	3	-1
O=C(CCN1CCN(S(=O)(=O)c2ccc(Cl)cc2)CC1)Nc1ccc(F)cc1	4	-15	5.0	-0.7	-3	1	2.4	1.0	-15	3	7
COc1ccccc1C(=O)NC(=S)Nc1ccc(N2CCOCC2)c(Cl)c1	2	-5	0.7	-0.2	-10	-1	4.0	0.3	-5	11	0
COc1ccc(-c2nn(-c3ccccc3)cc2C(=O)NC2CC2)cc1	-5	13	-0.4	2.4	3	0	1.2	-1.2	40	3	-2
CCCCOc1cccc(C(=O)NNC(=S)NC2CCCCC2)c1	-5	-44	6.2	-2.0	6	0	-1.2	1.9	319	4	0
Cc1nc2scc(C)n2c(=O)c1S(=O)(=O)Nc1ccc(N2CCN(C(=O)C(C)C)CC2)cc1	0	-6	1.4	0.1	2	2	-0.7	0.1	-19	1	2
C=CCNC(=O)c1ccc(Sc2ccccc2)c([N+](=O)[O-])c1	-6	14	4.8	-1.5	-2	0	1.3	-0.4	23	0	3
CC(=O)CC(=O)Nc1ncccn1	4	-10	2.2	1.2	0	-3	3.0	0.3	11	-1	-1
CS(=O)(=O)N(CC(=O)Nc1ccc2c(c1)OCCO2)Cc1ccc(Cl)cc1	2	21	2.7	2.6	-9	0	1.7	-2.7	-8	-1	-6
Cc1cccc(OCCSc2nc3c([nH]2)c(=N)ncn3Cc2ccccc2)c1	4	-60	0.1	1.4	-8	2	2.8	3.2	5	-15	1
O=C(NC(=S)Nc1ccccc1Br)C1CC1	11	-27	4.2	2.2	-18	-5	3.2	1.9	1	4	2
CCC(C)Nc1cc(C)nc2ncnn12 (stereo not given)	-2	6	0.9	3.1	2	0	4.0	1.9	+	9	-2
CC(C)CCn1c(N2CCCC2)nc2c1c(=O)n(C)c(=O)n2C	2	-6	0.3	0.9	-4	0	0.7	0.4	-7	-7	14
CCCCCCC(=O)Nc1c2c(nc3ccccc13)N(C)CC2	4	4	0.5	0.6	2	0	-0.2	-2.4	-2	7	-6
CCC(C)(C)NC(=O)C(c1ccc(F)cc1)N(Cc1cccc(OC)c1)C(=O)c1cnccn1 (stereo not given)	2	-6	5.2	-2.1	-8	-1	2.3	0.8	63	-3	22
Cc1ccc2nc(SCC(=O)NC3CCCCC3)nc(=O)n2c1	3	-8	-0.5	-0.4	5	0	2.4	-3.2	5	2	3
COCCN1C(=O)C(C(=O)OC)CC2=C1CC(C)(C)CC2=O (stereo not given)	-1	3	nt	1.7	0	-2	-0.4	nt	nt	2	-5
CCCn1c(N)c(N(CCOC)C(=O)c2ccccc2)c(=O)[nH]c1=O	-1	-6	2.3	3.9	13	1	-2.9	-0.3	9	0	-2
Cc1ccc2c(c1)C(=O)N1[C@H]3c4cc(Cl)ccc4OC[C@@H]3[C@H](c3ccccc3)[C@]1(C)C(=O)N2	-2	-12	2.7	-0.7	9	-6	4.3	3.3	134	2	1
O=C(c1cccc(S(=O)(=O)N2CCCCC2)c1)N1CCN(Cc2ccccc2)CC1	-9	22	0.0	-3.0	7	0	6.0	0.5	-3	-5	-10
CC(C)c1ccc(/C=N/N2CCCCC2)cc1	-4	10	-0.2	-2.2	-12	-3	2.1	0.6	293	-1	2
Clc1ccccc1OCCCCn1ccnc1	0	1	2.8	-0.7	2	1	1.2	3.8	-9	2	7
O=C(CSc1nnc(-c2ccncc2)n1-c1ccc(Cl)cc1)NCc1cccs1	5	-4	1.3	-1.1	-1	-1	0.6	-3.6	-6	5	1
COc1ccc(S(=O)(=O)NC2CCCCC2)cc1-n1cnnn1	0	0	0.2	0.4	2	1	2.6	0.2	-4	0	-6
CC(=O)Nc1ccc(OCCCNC(=O)c2c(-c3ccccc3)noc2C)cc1	6	-4	-0.1	0.1	-5	0	3.3	-0.8	8	-2	12
COc1ccc(CN2CCNC(=O)C2CC(=O)N(C)Cc2ccon2)c(OC)c1 (stereo not given)	2	-9	0.5	-0.5	7	-2	4.0	0.4	5	-2	2
O=C(NC(NC(=S)Nc1ccc(Cl)c(Cl)c1)C(Cl)(Cl)Cl)c1ccco1 (stereo not given)	2	-6	14*	-0.3	-3	1	14*	14*	-13	-3	-31

A draw from above in order of molar mass, low to high.
SMILES	HTR5A ag	HTR5A inv ag	AddAB inh	CDK5 p35 inh	PKA-R1A activ	DAGLB inhibitor	phage Ecoli inh	E coli growth	Mot1-301 SUMO	PKA-R2B activ	Tat transport
CC(=O)CC(=O)Nc1ncccn1	4	-10	2.2	1.2	0	-3	3.0	0.3	11	-1	-1
CCC(C)Nc1cc(C)nc2ncnn12 (stereo not given)	-2	6	0.9	3.1	2	0	4.0	1.9	+	9	-2
CC(C)c1ccc(/C=N/N2CCCCC2)cc1	-4	10	-0.2	-2.2	-12	-3	2.1	0.6	293	-1	2
COc1ccc(OC(=O)COc2ccc(C)cc2)cc1	3	-15	-1.3	1.7	-10	-11	-0.3	-1.9	4	-3	-6
CC(=O)Nc1ccc(C(=O)NCCCOC(C)C)cc1	1	-2	4.9	-2.0	-1	1	-0.5	-1.7	798*	-6	-5
CC(OC(=O)CCCc1nc2ccccc2s1)C(N)=O (stereo not given)	2	-6	4.6	1.0	-8	0	1.0	4.0	-9	5	-3
O=C(NC(=S)Nc1ccccc1Br)C1CC1	11	-27	4.2	2.2	-18	-5	3.2	1.9	1	4	2
CC(C)CCn1c(N2CCCC2)nc2c1c(=O)n(C)c(=O)n2C	2	-6	0.3	0.9	-4	0	0.7	0.4	-7	-7	14
COc1ccc(-c2nn(-c3ccccc3)cc2C(=O)NC2CC2)cc1	-5	13	-0.4	2.4	3	0	1.2	-1.2	40	3	-2
Cc1ccc(C(=O)CSc2nnc(COc3ccccc3)o2)cc1	2	-5	0.0	0.4	0	-2	2.8	0.9	302	-7	26
CC(=O)Nc1ccc(OCCCNC(=O)c2c(-c3ccccc3)noc2C)cc1	6	-4	-0.1	0.1	-5	0	3.3	-0.8	8	-2	12
COc1ccccc1C(=O)NC(=S)Nc1ccc(N2CCOCC2)c(Cl)c1	2	-5	0.7	-0.2	-10	-1	4.0	0.3	-5	11	0
O=C(c1cccc(S(=O)(=O)N2CCCCC2)c1)N1CCN(Cc2ccccc2)CC1	-9	22	0.0	-3.0	7	0	6.0	0.5	-3	-5	-10
O=C(NC(NC(=S)Nc1ccc(Cl)c(Cl)c1)C(Cl)(Cl)Cl)c1ccco1 (stereo not given)	2	-6	14*	-0.3	-3	1	14*	14*	-13	-3	-31
CCC(C)(C)NC(=O)C(c1ccc(F)cc1)N(Cc1cccc(OC)c1)C(=O)c1cnccn1 (stereo not given)	2	-6	5.2	-2.1	-8	-1	2.3	0.8	63	-3	22

Screening results as filed in PubChem.

Compounds as they come, and some 2.3% of all compounds hit somewhere here.
